Screening data from PubChem BioAssay.
Shn3 3UTR inh: inhibitors of Schnurri-3 3'UTR reporter in osteoblasts; Clone20 osteoblast Shn3 3'UTR firefly luciferase, 24 h; inhibition, % at 12.5 µM; 360,000 compounds, 0.52% hits; AID 588674;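 active = mean inhibition of at least 75% with every replicate also reaching 75%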;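 also: 0% = median of neutral control wells and 100% = pilot-screen positive control compound; some compounds past the cut are filed as inactive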
EBV LMP1 NFkB: inhibitors of Epstein-Barr LMP1-induced NF-kappaB reporter. inhibition, % at 12.5 µM. 350,000 compounds, 0.69% hits. LMP1-induced NF-kappaB luciferase reporter cells, luminescence. AID 504558; in the data active = inhibition above about 41%;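 also: 0% = neutral control wells and 100% = reference inhibitor control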
COUP-TFII inh: inhibitors of human COUP-TFII (NR2F2). 370,000 compounds, 0.7% hits. inhibition, % at 8.6 µM. P24468. HEK293T NGFI-A luciferase reporter, luminescence;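 active = inhibition above a per-plate cutoff, mean inhibition of test wells between control levels plus 3 SD, cut at about 38% in these data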;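 also: cells cotransfected with COUP-TFII expression vector driving the NGFI-A reporter; 0% = median of COUP-TF2 test wells and 100% = reporter-only cells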
LRH-1 inv ag: inverse agonists of human LRH-1 (NR5A2) | O00482 | HEK293T StAR-luciferase reporter, LRH-1 transfected, 24 h | inhibition, % at 3.6 µM | 360,000 compounds, 0.13% hits | AID 602396;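 active = inhibition above the mean inhibition of all tested compounds plus 3 SD, cut at about 73% in these data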;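 also: 0% = DMSO wells and 100% = reporter-only cells lacking LRH-1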
TROY NFkB inh: TROY signaling inhibition; Q293 LMP1-TROYcd NF-kB luciferase reporter, 4 h; inhibition, % at 10 µM; 360,000 compounds, 0.98% hits;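 active = compounds whose plate-normalised and pattern-corrected inhibition of the luciferase reporter signal at the single screening dose is 50% or more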
CF NFkB inh: blocks PAF-induced NF-kB reporter in cystic fibrosis cells | KKLEB NF-kB-GFP reporter, GFP fluorescence overnight | inhibition, % at 5 µM | 360,000 compounds, 0.86% hits;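 active = at least 50% inhibition at 5 µM, scaled per plate between neutral and stimulator controls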;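 also: PAF is a Pseudomonas aeruginosa culture filtrate used as stimulus; plate controls were PAF-stimulated DMSO wells for no effect and unstimulated DMSO wells for full effect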
KKLEB tox: counter-screen for CF NF-kB inhibitors: cytotoxicity. KKLEB CF airway cells viability, ATPlite luminescence, overnight; active compounds read low; cells stimulated with P. aeruginosa culture filtrate. activity change (cytotoxicity), % at 5 µM. 360,000 compounds, 0.36% hits. AID 602141;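 active = corrected activity change at or below -50% at 5 µM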
TRAIL sens C8: caspase-8 TRAIL sensitization | NB7+C8 cells + TRAIL, ATPlite viability luminescence | inhibition (viability loss, TRAIL sensitization), % at 10 µM | 360,000 compounds, 1% hits;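 active = compounds causing at least 50% loss of cell viability in the single-dose screen, relative to plate controls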
TWEAK Fn14 block: inhibitors of TWEAK-Fn14 interaction signaling | TWEAK-stimulated Fn14 reporter cells, luciferase luminescence, 8 h | 360,000 compounds, 2% hits | inhibition, % at 10 µM; in the data active = inhibition above about 50%
SRC1 inh: human NCOA1 inhibition; AID 588354; 360,000 compounds, 0.12% hits; HEK293 GAL4-SRC1 luciferase reporter, luminescence; Q15788; inhibition, % at 3.6 µM;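 active = inhibition above the campaign mean plus 3 SD, with each screening campaign given its own cutoff, cut at about 60% in these data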;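 also: 0% = DMSO treated cells and 100% = gossypol at 36 µM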
Target sequence (Q15788 whole entry, looked up, the tested form may be a part): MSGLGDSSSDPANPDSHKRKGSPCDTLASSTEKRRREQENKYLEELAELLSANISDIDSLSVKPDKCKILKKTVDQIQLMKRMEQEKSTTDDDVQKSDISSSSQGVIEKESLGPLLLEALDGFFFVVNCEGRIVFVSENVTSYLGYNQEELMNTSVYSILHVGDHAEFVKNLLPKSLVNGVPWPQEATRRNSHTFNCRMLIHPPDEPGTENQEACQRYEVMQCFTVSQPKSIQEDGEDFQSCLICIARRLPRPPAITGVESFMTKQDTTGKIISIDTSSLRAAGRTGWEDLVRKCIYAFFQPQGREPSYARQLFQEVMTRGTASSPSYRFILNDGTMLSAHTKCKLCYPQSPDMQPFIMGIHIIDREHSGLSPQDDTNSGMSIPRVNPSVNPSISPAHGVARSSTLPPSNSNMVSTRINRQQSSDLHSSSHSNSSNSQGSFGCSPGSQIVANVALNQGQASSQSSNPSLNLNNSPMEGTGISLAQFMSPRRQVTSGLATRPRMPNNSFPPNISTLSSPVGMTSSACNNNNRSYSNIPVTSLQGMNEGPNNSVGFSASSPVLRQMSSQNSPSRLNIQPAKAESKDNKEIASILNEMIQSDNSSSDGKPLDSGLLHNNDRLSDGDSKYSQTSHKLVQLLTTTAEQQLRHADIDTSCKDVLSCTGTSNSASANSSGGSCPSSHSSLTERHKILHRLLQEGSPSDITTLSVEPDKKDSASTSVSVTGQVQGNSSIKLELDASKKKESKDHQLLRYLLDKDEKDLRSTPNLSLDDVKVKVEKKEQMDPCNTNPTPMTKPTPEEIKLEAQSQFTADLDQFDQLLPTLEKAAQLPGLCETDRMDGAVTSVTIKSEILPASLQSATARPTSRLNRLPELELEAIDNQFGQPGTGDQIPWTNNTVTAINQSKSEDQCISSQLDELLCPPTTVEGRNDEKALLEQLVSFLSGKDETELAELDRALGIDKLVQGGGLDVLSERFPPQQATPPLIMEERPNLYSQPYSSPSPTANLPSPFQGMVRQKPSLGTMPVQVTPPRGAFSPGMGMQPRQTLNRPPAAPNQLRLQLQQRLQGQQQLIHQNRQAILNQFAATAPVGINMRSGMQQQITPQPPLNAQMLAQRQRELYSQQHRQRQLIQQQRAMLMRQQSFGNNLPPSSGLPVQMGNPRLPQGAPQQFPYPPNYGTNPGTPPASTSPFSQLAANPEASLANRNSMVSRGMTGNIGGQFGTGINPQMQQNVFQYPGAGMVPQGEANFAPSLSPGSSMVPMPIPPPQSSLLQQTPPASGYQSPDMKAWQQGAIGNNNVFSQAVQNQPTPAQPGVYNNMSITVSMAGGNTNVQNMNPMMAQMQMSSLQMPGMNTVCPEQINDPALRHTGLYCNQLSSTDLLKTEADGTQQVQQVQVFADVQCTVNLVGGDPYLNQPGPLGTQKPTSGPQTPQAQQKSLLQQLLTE
SRC3 inh: human NCOA3 inhibition; HEK293 GAL4-SRC3 luciferase reporter, luminescence; AID 588352; 360,000 compounds, 0.17% hits; inhibition, % at 3.6 µM;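 active = inhibition above a per-campaign cutoff, the mean of all compounds plus 3 SD, cut at about 60% in these data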;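 also: 0% = DMSO-treated cells and 100% = gossypol-treated cells at 36 µM; higher means less SRC3-driven luciferase light from the GAL4 reporter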
Starred values were filed as active, the others as inactive; . = no result given. An excerpt. The share of hits here may be higher or lower than overall.

SMILES | Shn3 3UTR inh | EBV LMP1 NFkB | COUP-TFII inh | LRH-1 inv ag | TROY NFkB inh | CF NFkB inh | KKLEB tox | TRAIL sens C8 | TWEAK Fn14 block | SRC1 inh | SRC3 inh
CCOC(=O)CSC1=NC(=O)/C(=C/c2ccc(OC)cc2)S1 | 9 | -17 | . | -54 | -75 | 34 | -29 | 0 | -8 | -33 | -26
CC(NC(=O)Cc1ccccc1F)c1ccc(F)cc1 (stereo unspecified) | 11 | -7 | -2 | 3 | -16 | 2 | -8 | -1 | 6 | 2 | 15
CCOC(=O)c1sc(C)c2c1NC(c1ccc(Cl)cc1)NC2=O (stereo unspecified) | 11 | -6 | 6 | 5 | -3 | 0 | 0 | -20 | -12 | 5 | 11
CC(C)(C)N1C(=O)c2ccc(C(=O)Nc3ccc(C(=O)O)cc3)cc2C1=O | 4 | -9 | 5 | 1 | 8 | 10 | -7 | -9 | 12 | -18 | -3
CCN(CC)c1ccc2cc(NC(=O)CCC(=O)O)c(=O)oc2c1 | 61 | 38 | 83* | 64 | 69* | -10 | -5 | 27 | 91* | 61 | 57
Fc1ccc(NC(=S)NCCc2ccccc2)c(F)c1F | 74 | 14 | 20 | 8 | -64 | -1 | 5 | -4 | 6 | -17 | 6
Cn1c(/C=C(\C#N)C(N)=S)ccc1-c1ccc(Br)cc1 | -34 | -22 | -7 | -22 | -9 | -8 | 17 | -6 | 16 | -23 | -25
CCN(Cc1ccccc1)C(=O)COC(=O)c1n[nH]c2ccccc12 | -5 | 5 | -12 | -7 | . | -8 | 13 | 0 | -5 | 1 | 20
Cc1ccc(Nc2ncnc3sc(C)c(C)c23)cc1C | -14 | -1 | 1 | 1 | -44 | 11 | -10 | 2 | -20 | -37 | -39
Cn1c(=O)[nH]c(=O)c2c1nc(Br)n2Cc1ccccc1F | 9 | 7 | -28 | 26 | -1 | 10 | 0 | 8 | 10 | 9 | 3
COc1ccc(C(C)NC(=O)C2CCCO2)cc1OC (stereo unspecified) | -16 | -3 | . | -24 | -30 | 10 | 2 | -1 | 14 | -56 | 5
COc1ccc(NS(=O)(=O)c2ccc(NC(=O)C3CCCO3)cc2)cc1 (stereo unspecified) | 37 | 3 | 8 | 25 | 12 | -3 | 9 | -3 | 8 | 1 | 7
CCCc1nnc(NC(=S)Nc2ccccc2)s1 | -37 | -14 | 5 | -36 | -41 | -1 | -21 | -4 | -11 | -17 | -27
O=C1CC2CCCN2C=C1I (stereo unspecified) | -11 | -21 | -2 | 3 | 4 | -16 | 11 | -9 | 0 | -1 | -5
Cc1c(CCOC(=O)CC23CC4CC(CC(C4)C2)C3)sc[n+]1CC(=O)c1ccccc1 | 11 | 3 | 6 | 11 | 14 | 17 | -19 | 26 | 12 | 2 | 0
CC1(C(=O)O)CCC(C(=O)Nc2ccc(OC(F)(F)Cl)cc2)C1(C)C (stereo unspecified) | -18 | -2 | -17 | 2 | 0 | -3 | 1 | 8 | -9 | -9 | 18
COCCn1c(C)cc(C(=O)COC(=O)c2ccc(NC(=O)CC#N)cc2)c1C | -20 | -9 | -34 | -103 | 28 | 9 | 8 | 9 | 21 | -85 | -65
Cc1c(Cc2ccccc2)c(=O)oc2cc(OC(=O)c3ccccc3)ccc12 | 8 | 5 | 14 | 5 | -15 | -8 | -2 | -20 | -26 | -21 | 16
COc1ccc(NC(=O)c2cc(=O)[nH]c(=O)[nH]2)cc1S(=O)(=O)Nc1ccccc1Cl | 1 | 2 | -6 | 4 | 10 | 9 | -4 | 17 | 20 | 5 | 14
Cn1cnnc1SCC(=O)c1ccc(OC(F)F)cc1 | -23 | -8 | -3 | 16 | -6 | -13 | 6 | -3 | 0 | -12 | -6
Cc1oc(-c2cccc(C(F)(F)F)c2)nc1CN1CCOCC1 | 4 | -9 | -9 | -11 | -11 | 1 | 16 | 7 | -5 | -2 | 5
CCNC(=O)/C(C#N)=C/c1c(N2CCCCCC2)nc2ccccn2c1=O | 18 | 0 | -9 | 23 | -21 | -10 | -1 | -3 | 6 | 0 | -2
COc1ccc(NC(=O)C2CCCN(c3nccc(C)n3)C2)cc1 (stereo unspecified) | 10 | -15 | -4 | 9 | 6 | 17 | 8 | -2 | 22 | -37 | 5
COc1ccc(-c2cc3nc4ccccc4n3c(N)c2C#N)cc1 | -87 | -27 | -20 | -40 | -22 | 6 | -15 | -18 | -1 | -42 | -69
O=C(COCc1ccccc1)N[C@@H]1c2ccccc2CC[C@H]1OCc1ccccc1 | 1 | -9 | -6 | -5 | -20 | 22 | -4 | 10 | -72 | 1 | 8
Cc1ccc(OCc2nnc(SCC(=O)O)n2N)cc1 | 11 | -4 | -4 | 17 | 12 | -36 | 7 | 18 | -1 | 14 | 14
N#Cc1c(N)n(CCOC(=O)c2ccc(Cl)cc2)c2nc3ccccc3nc12 | 3 | 7 | 0 | 7 | 39 | 1 | -10 | 4 | 21 | -6 | 10
CCCOc1ccccc1OCC(=O)Nc1cc(Cl)ccc1-n1cncn1 | 4 | 0 | 13 | 17 | 9 | -24 | -4 | -10 | 1 | -2 | 10
COc1cccc(CN(C)C[C@@H]2OCc3cnnn3CCCC(=O)N([C@@H](C)CO)C[C@H]2C)c1 | -7 | 4 | 5 | 9 | -11 | 4 | -10 | -4 | -8 | 5 | 17
CCOC1=C2CN(S(=O)(=O)c3ccc(C)cc3)[C@H](c3cccc(Cl)c3)C[C@@H]2N(S(=O)(=O)c2ccccc2[N+](=O)[O-])[C@H](c2ccccc2)C1 | 14 | . | -5 | -7 | -18 | -6 | 13 | 5 | -24 | 22 | 10
Cc1cccc(OCC(O)Cn2c(=N)n(Cc3ccccc3)c3ccccc32)c1 (stereo unspecified) | 52 | 3 | -19 | -10 | 5 | -4 | -5 | 28 | -12 | 3 | 4
Cc1cc(-c2ccccc2C(=O)Nc2ccccc2O)on1 | -7 | 2 | -2 | -16 | -6 | -8 | 3 | 3 | 14 | -1 | 9
Cc1cc2cc(CN(CCN3CCOCC3)C(=O)Nc3ccccc3F)c(=O)[nH]c2cc1C | -10 | -5 | 4 | -2 | 33 | -20 | 0 | -1 | 37 | -9 | 10
O=C1NC[C@H](CCCCN2C[C@H](Cc3ccc(O)cc3)N(CC3CCCCC3)C(=O)C2=O)N(CCC2CCCCC2)C1=O | . | . | 5 | 8 | -6 | . | . | -9 | -1 | . | .
CCN(CC)CCN(C(=O)c1cc(Cl)sc1Cl)c1nc2cc3c(cc2s1)OCO3 | -6 | -10 | 14 | 14 | -34 | -40 | 8 | -1 | -31 | -6 | -3
CN(CCOc1ccccc1)CC(=O)Nc1ccc(Cl)cc1[N+](=O)[O-] | 13 | 0 | 20 | 3 | 15 | 6 | -12 | 0 | -23 | -8 | 2
C=CCNC(=O)/C(C#N)=C\c1cc(Cl)c(O)c(OCC)c1 | -18 | -6 | 4 | 2 | -4 | -28 | 1 | -4 | 1 | 7 | 11
O=C(c1ccc(F)cc1Cl)N(Cc1ccco1)C1CCS(=O)(=O)C1 (stereo unspecified) | 6 | 2 | 7 | -7 | 2 | 7 | 16 | 1 | -2 | -3 | 5
CN(C)c1ccc(/C=C/c2nc3ccccc3c(=O)n2-c2ccc(C(=O)O)cc2)cc1 | -8 | 9 | 5 | -7 | -3 | -19 | -11 | 13 | 6 | 11 | -29
C=CCC[C@@H](CCCCC)OC(=O)/C=C/[C@@H](O)[C@H](O)C[C@H](O)CC=C | . | . | 10 | 1 | 2 | . | . | 34 | 3 | . | .

By substructure, the compounds so far with a nitro group on carbon.
SMILES | Shn3 3UTR inh | EBV LMP1 NFkB | COUP-TFII inh | LRH-1 inv ag | TROY NFkB inh | CF NFkB inh | KKLEB tox | TRAIL sens C8 | TWEAK Fn14 block | SRC1 inh | SRC3 inh
CCOC1=C2CN(S(=O)(=O)c3ccc(C)cc3)[C@H](c3cccc(Cl)c3)C[C@@H]2N(S(=O)(=O)c2ccccc2[N+](=O)[O-])[C@H](c2ccccc2)C1 | 14 | . | -5 | -7 | -18 | -6 | 13 | 5 | -24 | 22 | 10
CN(CCOc1ccccc1)CC(=O)Nc1ccc(Cl)cc1[N+](=O)[O-] | 13 | 0 | 20 | 3 | 15 | 6 | -12 | 0 | -23 | -8 | 2

Additional results:
SMILES | Shn3 3UTR inh | EBV LMP1 NFkB | COUP-TFII inh | LRH-1 inv ag | TROY NFkB inh | CF NFkB inh | KKLEB tox | TRAIL sens C8 | TWEAK Fn14 block | SRC1 inh | SRC3 inh
CCCn1c(SCC(=O)NC)nc2sc3c(c2c1=O)CCC3 | -14 | 6 | -18 | 10 | 6 | -2 | -14 | -45 | 14 | -25 | 9
c1cn2cc(CSC3CCCCC3)nc2s1 | -91 | -26 | -17 | -113 | -37 | -8 | -2 | -2 | 1 | -95 | -115
COc1ccc(N2CCN(C(=O)CN3C(=O)c4ccccc4S3(=O)=O)CC2)cc1 | 8 | -11 | -6 | 7 | 5 | -10 | 2 | -12 | -7 | -5 | -1
C#CCNC(=O)C[C@@H]1C[C@@]2(C(=O)OCC)CCCC=C2N(Cc2ccc(Cl)cc2Cl)C1=O | . | . | -2 | -1 | -18 | . | . | 3 | -3 | . | .
CCN(CC)S(=O)(=O)c1ccc(N2CCOCC2)c(NC(=O)c2cccc3ccccc23)c1 | 17 | -3 | 0 | 15 | 6 | -11 | 5 | 1 | -11 | 16 | 18
COc1cc(S(=O)(=O)Nc2cccnc2)ccc1Cl | 7 | 7 | -2 | 4 | 21 | -4 | -6 | -1 | -5 | -10 | -8
CCOC(=O)c1cc(-c2ccc(Cl)s2)[nH]n1 | 7 | -6 | -6 | 15 | -62 | -9 | 9 | 4 | -11 | -8 | 4
COc1ccc(C(C(=O)Nc2ccc(F)cc2)N(C(=O)Cn2nnc3ccccc32)C2CC2)cc1 (stereo unspecified) | 28 | -2 | -21 | 0 | 9 | 4 | 13 | 7 | 22 | 4 | 17
CCN1CCC2(CCN(C(=O)c3cc(COc4cc(C)ccc4C)on3)C2)C1 (stereo unspecified) | 7 | -3 | 4 | -16 | -6 | 14 | -13 | -11 | -20 | -16 | 9
CCN1C(=O)C2CCCCN2c2ccc(C(=O)NCCOC)cc21 (stereo unspecified) | -4 | 1 | 8 | -1 | -8 | 9 | 2 | 0 | -13 | 4 | 18
O=C(NCc1cccc(F)c1)C1CCC(=O)N(CCCN2CCOCC2)C1 (stereo unspecified) | 9 | 5 | -9 | -10 | 17 | 4 | 10 | -19 | 4 | 6 | 5
COc1ccc(NC(=O)Cn2nnc(C(=O)Nc3ccc(F)c(Cl)c3)c2N)cc1OC | 11 | 3 | 0 | 5 | -6 | -9 | 17 | -7 | -11 | 10 | 18
COc1ccc2c(c1)c1nnc(SC)nc1n2C | -24 | -6 | 6 | 2 | -50 | -71 | 7 | 3 | -28 | -40 | -35
O=S(=O)(Nc1ccc2nc(N3CCOCC3)sc2c1)c1ccc(Cl)cc1 | -29 | -5 | -22 | -29 | -21 | 11 | 8 | 4 | -9 | -23 | -3
Cc1ccc(C)c(N=C2CCCN2Cc2ccccc2)c1C#N | 8 | 5 | 16 | 5 | 4 | 6 | -9 | -3 | 6 | 5 | 11
Brc1cccc(-c2nc3c4ccccc4ccn3c2CC2CCCCC2)c1 | . | . | -3 | 10 | -48 | . | . | 12 | 0 | . | .
Cc1cc(C)c(C#N)c(N)n1 | -9 | -8 | 0 | 8 | -6 | 2 | 7 | -3 | 0 | -2 | 12
